V-ATPase pHluor = regulators of yeast V-ATPase proton pumping, primary screen, pHLuorin cytosolic pH fluorescence | 350,000 tested, 0.37% active | AID 504577, 2011 | S. cerevisiae | response, % at 10 µM; in the data active means response mostly above about 7.3%, no sharp cut-off; inactive means mostly below about 5.4%; further: actives read high; inactives centre near 0; some compounds called inactive have numbers as strong as hits
CDK5 p35 inh = inhibitors of human CDK5/p35 kinase, primary screen, biochemical, single concentration | Cyclin-dependent kinase 5 (Homo sapiens) + Cyclin-dependent kinase 5 activator 1 (Homo … | Recombinant CDK5/p35, ADP-Glo luminescence, 60 min | inhibition, % at 10 µM | 330,000 tested, 0.01% active | AID 488839, 2010;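 active means highest replicate inhibition of at least 50% and at least 75% of replicates reaching 50%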;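 further: plate controls were DMSO neutral control for no effect and GW8510 at 10 µM for full effect; many of its hits are not listed in these tables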
Target sequence (Q00535 whole entry, looked up): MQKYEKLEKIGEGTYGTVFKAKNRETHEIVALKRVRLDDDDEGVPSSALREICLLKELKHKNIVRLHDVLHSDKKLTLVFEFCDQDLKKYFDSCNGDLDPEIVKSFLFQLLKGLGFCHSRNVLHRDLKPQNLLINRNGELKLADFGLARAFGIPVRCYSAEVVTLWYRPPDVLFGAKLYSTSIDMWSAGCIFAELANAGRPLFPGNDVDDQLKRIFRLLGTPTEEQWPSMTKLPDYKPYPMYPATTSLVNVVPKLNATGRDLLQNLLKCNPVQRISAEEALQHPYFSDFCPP
Target sequence (Q15078 whole entry, looked up): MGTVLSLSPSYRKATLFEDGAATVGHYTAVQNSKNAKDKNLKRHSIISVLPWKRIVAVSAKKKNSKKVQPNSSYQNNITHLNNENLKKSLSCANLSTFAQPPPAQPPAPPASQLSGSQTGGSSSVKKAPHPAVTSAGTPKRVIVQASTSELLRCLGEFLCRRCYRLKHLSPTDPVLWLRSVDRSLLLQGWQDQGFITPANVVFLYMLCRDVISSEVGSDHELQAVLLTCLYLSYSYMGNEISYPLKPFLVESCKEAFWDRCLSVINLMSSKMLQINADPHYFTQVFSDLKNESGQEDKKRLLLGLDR
RTF Ca sens act = cardiac RTF calcium sensitivity activators, primary screen, biochemical, IANBD-TnC fluorescence, EC20 calcium. 340,000 tested, 0.24% active. Troponin I, cardiac muscle (Homo sapiens) + Troponin T, cardiac muscle (Homo sapiens) + …. IANBD-labeled TnC RTF fluorescence at EC20 calcium; 0% EC20 calcium, 100% full calcium. activation, % at 7.2 µM;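 active means activation above the mean over all tested compounds plus 3 SD, cut at about 30% in these data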;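 further: rise in fluorescence read as greater calcium sensitivity of cardiac thin filaments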
CAL PDZ FP-1 = untagged CAL PDZ binding inhibitors, primary screen, biochemical, fluorescence polarization, HTS. purified CAL PDZ, TMR-peptide fluorescence polarization, 1 h. inhibition, % at 24.9 µM. 300,000 tested, 0.92% active. AID 602252, 2012;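 active means mean inhibition of at least 30% with at least half of replicates also reaching 30%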;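 further: 0% = DMSO neutral control and 100% = excess unlabeled competitor peptide PRC23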
Tat export inh = E. coli Tat export inhibitors, primary screen, MC4100, TorA-mCherry reporter, fluorescence, single point. AID 488895, 2010. 340,000 tested, 0.036% active. inhibition, % at 10 µM;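 active means mean replicate inhibition at least 50% and at least half of replicates individually reaching 50%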;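 further: exported cargo escapes ClpAP degradation while cytoplasmic cargo is degraded and loses fluorescence; 0% = median of neutral control wells and 100% = median of NaSCN control wells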
Rtt109 HAT inh = inhibitors of C. albicans Rtt109/Vps75 HAT, primary screen, biochemical, ThioGlo CoA-SH fluorescence, plate reader; Histone acetyltransferase RTT109 (Candida albicans (strain SC5314 / ATCC MYA-2876)), …; 330,000 tested, 0.16% active; purified Rtt109/Vps75, 4 h; AID 540336, 2011; inhibition, % at 34.9 µM;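 active means inhibition of at least 50% in every replicate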
Wnt act = Wnt/beta-catenin pathway activators, primary screen, cell-based, plate reader, single point; Wnt/beta-catenin reporter cell assay, activator; 300,000 tested, 1.2% active; activation, % at 9.35 µM; in the data active means activation above about 30%, passing the limit was not always enough;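 further: 0% = neutral control wells and 100% = positive control wells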
CAL PDZ FP-2 = CAL PDZ peptide-binding inhibitors, primary screen, biochemical, fluorescence polarization, Cer-tagged CAL PDZ, HTS; AID 504414, 2011; inhibition, % at 20 µM; Golgi-associated PDZ and coiled-coil motif-containing protein (Homo sapiens), Q9HD26; 330,000 tested, 0.02% active; purified CAL PDZ, TMR-peptide fluorescence polarization, 1 h;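 active means highest replicate inhibition of at least 40%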;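 further: plate controls were DMSO neutral control wells for no effect and unlabeled competitor peptide control wells for full effect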
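Control set: unlabelled peptide and DMSO controls / Material: purified CerCALP PDZ construct / Timing: 1 h incubation at room temperature before polarization reading / Doses: 20 µM, one dose / Detection: fluorescence polarization (mP)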
MITF act = activators of MITF-driven TRPM1 promoter reporter, primary screen, cell-based, SK-MEL-5, luciferase, single point. SK-MEL-5 TRPM1-promoter luciferase, 24 h; % of positive control, neutral wells = 0. 300,000 tested, 0.75% active. activation, % at 12.5 µM;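 active means mean activation of at least 80% with every replicate also reaching 80%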;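 further: 0% = neutral control wells and 100% = parthenolide positive control wells; values of inactives mirror those of a sister screen read the other way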
dFosB act = activators of delta FosB homodimer, primary screen, biochemical, fluorescence polarization, TAMRA-CDK5 oligo, single point; Protein FosB (Mus musculus), P13346; purified delta FosB; percent of positive-control signal above neutral wells; activation, % at 25 µM; 340,000 tested, 0.99% active; AID 493131, 2011;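 active means mean activation above about 17%, with every replicate also reaching it, limit read from the data, passing the limit was not always enough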;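 further: fluorescence polarization rise as delta FosB binds a TAMRA Cdk5 AP-1 oligo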
Target sequence (P13346 whole entry, looked up): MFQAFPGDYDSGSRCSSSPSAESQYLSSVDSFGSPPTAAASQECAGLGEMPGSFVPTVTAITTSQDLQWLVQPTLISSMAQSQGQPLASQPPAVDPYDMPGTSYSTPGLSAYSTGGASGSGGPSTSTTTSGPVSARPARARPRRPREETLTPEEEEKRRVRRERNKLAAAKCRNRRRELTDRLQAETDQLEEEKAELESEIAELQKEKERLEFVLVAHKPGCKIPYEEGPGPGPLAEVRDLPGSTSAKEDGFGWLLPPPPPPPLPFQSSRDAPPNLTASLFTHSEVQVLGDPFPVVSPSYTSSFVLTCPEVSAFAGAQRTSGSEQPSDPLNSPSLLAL
Numbers without * were called inactive; i = inactive; . = no result given.

SMILES	V-ATPase pHluor	CDK5 p35 inh	RTF Ca sens act	CAL PDZ FP-1	Tat export inh	Rtt109 HAT inh	Wnt act	CAL PDZ FP-2	MITF act	dFosB act
C/C(=N\NC(=O)c1nc2ccccn2c1C)c1ccco1	2	0.0	3	-2	-3	-7	0	-2.5	34	-2
CCN(CC)C(=O)C1=C(C)NC(=S)NC1c1ccc(C)s1 (configuration not stated)	-1	0.4	6	-4	-13	.	-2	-0.2	5	-3
O=C(NCCCn1ccnc1)/C(=C/c1cccs1)NC(=O)c1ccco1	4	-0.5	-5	-2	3	-6	-3	-2.1	-2	-7
O=C(NCc1ccco1)/C(=C\c1ccccc1)NC(=O)c1ccccc1	-1	-0.5	-2	.	-5	-2	3	-0.1	16	1
O=C1CN(O)C=C2N=c3ccccc3=C2N1c1ccc([N+](=O)[O-])cc1	2	-1.0	0	77*	-11	6	-2	-1.5	3	-4
CN1C(=CC=C2C=C(I)C(=O)C(I)=C2)C(C)(C)c2ccccc21	-1	-0.7	92*	-6	-11	2	1	-17	-5	175*
O=C(OCC(=O)N1CCOCC1)c1ccccc1O	2	-0.7	-2	-7	-4	6	9	-0.6	50	3
OCc1cc(-c2ccc(Cl)c(Cl)c2)on1	-1	-0.7	0	-5	-8	.	0	-1.0	10	-5
Cc1c(C(=O)NCc2ccccc2CN2CCCC2)oc2ccccc12	-4	-0.3	-6	.	-1	2	0	-0.3	0	-8
Cc1c(-c2ccnc3cc(C(=O)O)nn23)cnn1C	0	-1.1	1	0	5	-78	-3	-0.7	5	-1
COc1ccc(NCc2nc3ccccc3n2CCOc2ccccc2)cc1	1	1.9	-25	-3	-6	-8	.	-1.8	30	-20
Cc1cc(C)n(C(=O)CN(C)S(=O)(=O)c2ccc([N+](=O)[O-])cc2)n1	-4	1.7	-3	-7	6	-5	-1	-1.2	-6	0
C=CCn1c(O)c(N=NC(=S)Nc2ccccc2C)c2cc(S(=O)(=O)N3CCOCC3)ccc21	0	-0.3	6	-6	-10	-4	-1	0.0	-33	-16
C/C(CCc1ccccc1)=N\NC(=O)c1ccccc1[N+](=O)[O-]	-1	-0.3	-2	1	-8	-6	.	-2.8	-6	6
Cc1n[nH]c(C)c1S(=O)(=O)N1CCOCC1	3	-0.9	-3	-2	-4	-5	.	0.1	-10	1
COC(=O)c1ccc2c(=O)sc(N3CCC(C(N)=O)CC3)nc2c1	4	0.3	10	1	-5	-146	-3	-1.7	0	0
COc1cccc(C2CC(c3ccc(Cl)cc3)n3nc(N)nc3N2)c1 (configuration not stated)	0	2.5	-7	-1	-12	-12	0	0.2	6	1
Cc1nc(-c2ccc(S(=O)(=O)N3CCN(c4cccc(C)c4C)CC3)cc2)co1	-1	-3.5	-5	-4	7	-1	3	0.2	9	-4
COC(=O)c1c(NC(=O)COc2ncnc3ccccc23)sc(C)c1C	-7	-8.1	0	-2	7	-2	-3	-2.5	-11	-4
CCC(C)c1ccccc1NC(=O)C(C)NCCN(C)C (configuration not stated)	5	-3.1	-1	7	8	6	2	-0.4	-5	-4
CCOC(=O)C1(CCOC)CCN(C(=O)c2ccc(CSC)o2)CC1	3	-1.5	-2	-3	-2	-1	4	-1.6	-1	-5
CC1(C)Cc2cccc(OCC(=O)Nc3cc(S(C)(=O)=O)ccc3Cl)c2O1	0	-0.3	-4	6	-6	-2	-1	-0.3	-1	-4
Cc1cccc(N2CCN(C(=O)c3cccc(N4CCCC4=O)c3)CC2)c1C	-1	2.1	3	-2	-5	1	0	-3.1	4	-1
CN1C(=O)CSC1=S	-1	0.7	8	-2	-3	0	1	-0.7	0	0
CCCc1cc(C(=O)NCc2ccc(OC)cc2)no1	0	0.1	6	.	3	-8	7	-1.3	.	1
COc1cc(CN2CCCCCC2)cc(OC)c1OC	-4	-0.4	12	2	2	-1	4	0.0	.	-1
O=C(OCc1nnc(-c2ccccc2)o1)c1ccccc1	-2	0.5	2	-11	7	-2	0	0.3	23	-1
O=C(Nc1ccc(F)cc1)c1sc(Cl)nc1-c1ccccc1	-1	.	-5	-12	-8	-3	-5	-0.9	-6	-7
Cc1ccc(-n2c(C)c(C)c3c(N)ncnc32)cc1	9	-0.8	-1	2	12	6	5	-2.6	15	2
Cc1c(C(=O)N2CCC(C(N)=O)CC2)oc2ccc(Br)cc12	0	0.6	10	-4	-6	-1	6	-3.6	17	3
Cc1cccc(/C=N/n2c(-c3ccccc3)n[nH]c2=S)c1O	-1	2.2	0	-3	1	3	1	-0.6	.	-1
CCC(=O)NC(=S)Nc1ccc(S(=O)(=O)NC2CCCCC2)cc1	-2	-3.8	0	0	-10	5	0	-2.4	-11	-4
O=[N+]([O-])c1cc(C(F)(F)F)ccc1SCC(O)CO (configuration not stated)	0	0.6	0	2	-3	4	-3	0.3	2	1
CCc1cccc(NC(=O)C2CC2c2ccccc2)c1 (configuration not stated)	1	-0.1	0	-5	9	-2	0	-0.2	9	-2
COc1c(C(=O)NC(=S)Nc2nnn(C)n2)cc2ccccc2c1Br	-1	3.0	1	-3	13	1	2	-0.4	-1	-9
Cc1ccc(N2CC(C(=O)NCCC(C)C)CC2=O)cc1 (configuration not stated)	4	0.4	5	0	-4	-1	.	-4.0	7	-3
CN(C)S(=O)(=O)c1ccc(NC(=O)c2ccc([N+](=O)[O-])cc2)cc1	3	-0.4	2	3	4	4	-3	0.1	1	3
CC(C)C(NC(=O)CN1C(=O)c2ccccc2C1=O)c1ccccc1 (configuration not stated)	1	-0.4	7	1	-1	3	11	-1.5	-4	5
CC(C)c1ccc(NC(=O)C[n+]2ccn(C3=C([O-])c4ccccc4C3=O)c2)cc1	1	-0.3	-3	1	-2	5	-1	0.7	1	-10
COC(=O)c1ccc(N2C(=O)c3ccc(OC)c(OC)c3C2=O)cc1	-1	0.2	3	0	-13	-9	.	-1.2	8	6
Cc1ccccc1CNC(=O)Nc1ccc(Cl)cc1	6	1.1	2	.	-11	13	10	1.5	63	-5
Cc1ccc(S(=O)(=O)CCc2ccncc2)cc1	1	0.9	-1	19	6	-9	-2	-0.9	-8	0
CCOC(=O)c1c(C)[nH]c(C(=O)CSc2nnc(CC(C)c3ccccc3)o2)c1C (configuration not stated)	6	-0.3	12	-4	1	3	-2	-0.2	.	2
CC(=O)c1ccc(NS(=O)(=O)c2ccc(CC(C)C)cc2)cc1	-1	-1.7	0	-1	14	13	.	0.1	-4	-9
CCOC(=O)C1CCCN(C(=O)c2ccc(Cl)c(S(=O)(=O)N3CCc4ccccc43)c2)C1 (configuration not stated)	-1	-8.8	0	.	9	3	4	-0.9	-31	-18
O=C(O)c1ccc(/C=C2\SC(=S)N(NC(=O)c3ccc(Br)cc3)C2=O)cc1	-6	.	-3	15	-3	34	0	-1.5	-3	-9
C/C(=N\Nc1nncc2ccccc12)c1ccc(Cl)c([N+](=O)[O-])c1	3	-1.0	-5	1	-2	-3	11	-1.7	44	8
O=C(c1ccco1)c1cn[nH]c1-c1ccc(Cl)cc1O	-1	0.8	-1	-1	-1	-2	.	-0.4	-20	-1
CC(C)Oc1ccc(/C=C(\NC(=O)/C=C/c2ccco2)C(=O)NCCc2nc3ccccc3[nH]2)cc1	1	-0.8	4	-3	0	4	-1	-3.2	0	-20
COc1cccc(/C=c2\s/c(=C/C(=O)c3ccc(C)cc3)[nH]c2=O)c1OC	8.0*	0.1	-1	-1	-3	-5	0	-2.7	12	2
COc1ccc(N(C(=O)c2ccco2)C(C(=O)NC2CCCC2)c2ccc(N(C)C)cc2)cc1OC (configuration not stated)	4	0.2	-1	0	4	2	.	0.0	2	-2
Cc1sc2ncn(CC(=O)NCCCC(=O)N3CCN(c4ncccn4)CC3)c(=O)c2c1C	-1	1.1	-6	-4	6	1	.	-1.9	-7	-1
C=CCn1c(SCC(=O)N(CCOC)c2c(N)n(CC(C)C)c(=O)[nH]c2=O)nc2ccccc21	0	0.5	3	-6	-5	1	1	-2.2	-6	0
Cc1nnc(NC(=O)c2cccc(S(=O)(=O)N(C)c3cccc(Cl)c3)c2)s1	5	-0.2	-3	.	-1	-4	-2	-0.8	-3	-13
CCCNC(=O)COC(=O)c1cc(-c2ccc(OC)cc2)nc2ccccc12	3	-0.7	0	15	-3	-3	0	-2.3	22	-22
N=c1c(C(=O)NCC2CCCO2)cc2c(=O)n3ccccc3nc2n1C1CCCC1 (configuration not stated)	-64	-1.5	-8	0	-3	i	-2	-2.6	9	-1
CC(OC(=O)c1ccc2c(=O)n3c(nc2c1)CCC3)C(N)=O (configuration not stated)	-4	0.2	6	4	-5	1	-2	0.2	1	-2
O=C(COc1ccccc1[N+](=O)[O-])N1CCCc2ccccc21	5	-1.4	-4	-4	3	6	4	-0.2	-5	-6
COc1cc(OC)c(OC)cc1CNCCSc1nnnn1C	-3	0.0	4	-3	0	3	-2	-1.1	4	4
CCN(CC)C(=O)[C@H]1CC(CC(=O)NCCN2CCOCC2)C(=O)N2CCc3c([nH]c4ccccc34)[C@]12C (some centres not stated)	-3	2.4	-5	-5	-4	-11	-3	0.1	-2	4

Fetched by compound from the list above (3):
SMILES	V-ATPase pHluor	CDK5 p35 inh	RTF Ca sens act	CAL PDZ FP-1	Tat export inh	Rtt109 HAT inh	Wnt act	CAL PDZ FP-2	MITF act	dFosB act
Cc1ccccc1CNC(=O)Nc1ccc(Cl)cc1	6	1.1	2	.	-11	13	10	1.5	63	-5
Cc1c(-c2ccnc3cc(C(=O)O)nn23)cnn1C	0	-1.1	1	0	5	-78	-3	-0.7	5	-1
CCc1cccc(NC(=O)C2CC2c2ccccc2)c1 (configuration not stated)	1	-0.1	0	-5	9	-2	0	-0.2	9	-2

Next records.
SMILES	V-ATPase pHluor	CDK5 p35 inh	RTF Ca sens act	CAL PDZ FP-1	Tat export inh	Rtt109 HAT inh	Wnt act	CAL PDZ FP-2	MITF act	dFosB act
Nc1ccc(-c2nc3c(Cl)cc(N)cc3[nH]2)cc1	-2	1.3	3	-2	-2	9	.	0.5	-75	-5
c1ccc(-n2nnnc2-n2nnc3ccccc32)cc1	-4	0.0	4	-7	-6	0	0	.	-8	-1
CN(Cc1ccccc1)C(=O)c1cccc(NC(=O)Cc2ccc(NC(=O)C3CCCN(C(=O)C4CCCC4)C3)cc2)c1 (configuration not stated)	-3	0.9	3	-5	7	3	-2	-2.3	5	-11
Cc1cccc(NS(=O)(=O)c2ccc(Br)s2)n1	0	0.2	-4	2	-4	-2	.	-1.0	1	-12
